Source: PubChem (several laboratories)
Neddylation inh: inhibitors of cullin neddylation, primary screen, biochemical, TR-FRET, uHTS, NAE and Ubc12; AID 651699, 2012; calls only at 25 µM; NEDD8-conjugating enzyme Ubc12 (Homo sapiens) + NEDD8-activating enzyme E1 regulatory …; 360,000 compounds, 0.58% hits; in the data active = inhibition above about 36%
SUMO1 PPI mod: modulators of SUMO1 protein-protein interactions, primary screen, biochemical, uHTS | Small ubiquitin-related modifier 1 (Homo sapiens), P63165 | SUMO1 binding to a labelled peptide, TR-FRET, 1 h | inhibition, % at 20 µM | 360,000 compounds, 0.33% hits; in the data active = inhibition above about 37%
Target sequence (P63165 whole entry, looked up): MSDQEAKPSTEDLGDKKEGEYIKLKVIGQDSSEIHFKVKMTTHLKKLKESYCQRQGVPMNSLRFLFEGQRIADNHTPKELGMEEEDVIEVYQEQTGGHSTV
STEP block: STEP phosphatase inhibitors, primary screen, biochemical, fluorescence intensity, uHTS; Tyrosine-protein phosphatase non-receptor type 5 (Homo sapiens), P54829; inhibition, % at 20 µM; recombinant STEP, OMFP fluorogenic substrate; 360,000 compounds, 0.25% hits;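 active = inhibition at 20 µM, scaled per plate between control wells, above about 37%, limit read from the data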;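 also: 0% = DMSO with enzyme and substrate and 100% = substrate only without enzyme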
Target sequence (P54829 whole entry, looked up): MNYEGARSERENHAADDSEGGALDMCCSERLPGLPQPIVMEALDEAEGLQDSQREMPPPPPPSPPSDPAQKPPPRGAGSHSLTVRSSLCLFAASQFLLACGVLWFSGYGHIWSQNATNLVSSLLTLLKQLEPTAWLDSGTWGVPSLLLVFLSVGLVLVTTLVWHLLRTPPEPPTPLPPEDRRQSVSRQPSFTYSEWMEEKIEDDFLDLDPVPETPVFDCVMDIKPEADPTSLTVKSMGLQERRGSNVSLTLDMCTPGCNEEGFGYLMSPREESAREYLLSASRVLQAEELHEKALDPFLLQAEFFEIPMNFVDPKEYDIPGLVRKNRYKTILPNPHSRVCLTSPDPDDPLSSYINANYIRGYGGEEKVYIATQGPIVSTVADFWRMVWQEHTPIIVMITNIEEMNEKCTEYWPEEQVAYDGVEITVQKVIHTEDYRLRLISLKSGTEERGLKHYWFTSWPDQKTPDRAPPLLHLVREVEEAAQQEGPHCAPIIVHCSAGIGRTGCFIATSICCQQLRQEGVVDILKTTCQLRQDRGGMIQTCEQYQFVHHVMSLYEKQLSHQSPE
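Measure: Control-normalized % inhibition with plate pattern correction | Test system: STEP phosphatase, cell-free reaction | Medium: pH 6.0 Bis-Tris with DTT and Tween 20 | Technique: Fluorescence, 480/540 nm | Times: Reaction 20 min, ambient temperature | Doses: Single compound dose of 20 µM, 1% DMSO final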
Rpn11 block: Rpn11 (PSMD14) deubiquitinase inhibitors, primary screen, biochemical, fluorescence polarization, uHTS | calls only at 20 µM | human 26S proteasome, Ub4-pepOG fluorescence polarization; 20S core pre-blocked with epoxomicin | 26S proteasome non-ATPase regulatory subunit 14 (Homo sapiens), O00487 | 360,000 compounds, 0.59% hits;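 active = inhibition at 20 µM, scaled to each plate's controls, above about 33%, limit read from the data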
DNMT1 block: human DNMT1 methyltransferase inhibitors, primary screen, biochemical, molecular beacon, fluorescence, HinP1I cleavage, uHTS; AID 588458, 2011; inhibition (reported as % activation of signal), % at 10 µM; 360,000 compounds, 0.83% hits; DNA (cytosine-5)-methyltransferase 1 (Homo sapiens), P26358; in the data active = inhibition above about 50%
LMPTP block: LMPTP phosphatase inhibitors, primary screen, biochemical, fluorescence intensity, uHTS; 360,000 compounds, 0.22% hits; recombinant LMPTP-A, OMFP fluorogenic substrate; inhibition, % at 20 µM; Low molecular weight phosphotyrosine protein phosphatase (Homo sapiens), P24666;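 active = compounds that cut the enzyme signal by at least half of the control window in the single-dose screen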;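 also: plate controls were DMSO wells with enzyme plus substrate for no effect and substrate without enzyme for full effect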
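Test system – LMPTP-A phosphatase enzyme · Quantity – 0.625 nM LMPTP-A final · Reagent – OMFP substrate, 400 µM final · Dosing – one test concentration per compound, 20 µM, with 3% DMSO overall · Timing – 50 min enzyme reaction at room temperature, protected from light · Detection – fluorescence intensity · Controls – substrate-only low control, DMSO enzyme-plus-substrate high control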
Scp-1 inhibitor: Scp-1 phosphatase inhibitors, primary screen, biochemical, colorimetric, uHTS | AID 493091, 2011 | Recombinant Scp1, phosphopeptide, malachite green phosphate absorbance | inhibition, % at 20 µM | 340,000 compounds, 0.88% hits | Carboxy-terminal domain RNA polymerase II polypeptide A small phosphatase 1 (Homo …;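 active = inhibition above about 50% at 20 µM, limit read from the data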;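 also: plate controls were DMSO wells with enzyme for no effect and wells lacking enzyme for full effect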
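System: truncated SCP-1 phosphatase (76-261aa); medium: Tris acetate buffer pH 5.5 with MgCl2 and Tween-20; incubation: 45 min room-temperature reaction, 5 min colour, 30 min stabiliser; compound: single 20 µM dose, 1% DMSO; reagent: Phosphorylated 17-residue peptide substrate; read-out: % inhibition at 20 µM; technique: colorimetric free-phosphate detection, absorbance 630 nm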
Rin1 Abl inh: inhibitors of Rin1-Abl protein binding, primary screen, biochemical, TR-FRET | Tyrosine-protein kinase ABL1 (Homo sapiens) + Ras and Rab interactor 1 (Homo sapiens), … | inhibition, % at 7.35 µM | 360,000 compounds, 0.4% hits | AID 588664, 2011; in the data active = inhibition above about 5%, passing the limit was not always enough
CSN inh: inhibitors of CSN-mediated cullin deneddylation, primary screen, biochemical, fluorescence polarization, uHTS | 360,000 compounds, 0.38% hits | COP9 signalosome complex subunit 5 (Homo sapiens), Q92905 | Purified CSN, SCF-Nedd8-OG deneddylation | inhibition, % at 12.5 µM;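 active = pattern-corrected inhibition above about 35%, with an unprinted fluorescence ratio check between 0.5 and 1.5, limit read from the data, passing the limit was not always enough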;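 also: 0% = enzyme with substrate and 100% = substrate without enzyme; some results filed as inactive read as strong as hits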
Target sequence (Q92905 whole entry, looked up, one chain of several): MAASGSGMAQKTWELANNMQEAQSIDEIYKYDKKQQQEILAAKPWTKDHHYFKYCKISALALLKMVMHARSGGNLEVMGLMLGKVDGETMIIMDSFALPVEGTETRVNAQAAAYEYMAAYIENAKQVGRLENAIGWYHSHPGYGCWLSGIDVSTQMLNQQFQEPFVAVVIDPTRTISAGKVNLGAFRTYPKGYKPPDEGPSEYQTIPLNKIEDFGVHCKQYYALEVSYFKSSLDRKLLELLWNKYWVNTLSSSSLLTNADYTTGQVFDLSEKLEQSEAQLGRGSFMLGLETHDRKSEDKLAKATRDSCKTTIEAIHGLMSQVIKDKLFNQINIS
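Assay system: HEK293T-derived human Csn5 enzyme; quantity: 0.24 nM enzyme; medium: Tris/NaCl/DTT buffer, pH 7.5; also added: substrate SCFSkp2-Nedd8OG, 10 nM; doses: 12.5 µM compound; schedule: 90 min reaction at room temperature; signal: FP; read-out: % inhibition of substrate cleavage by Csn5; benchmarks: substrate-only high control, full reaction low control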
NadD block: inhibitors of S. aureus NadD, primary screen, biochemical, colorimetric, uHTS; Nicotinate-nucleotide adenylyltransferase NadD (Staphylococcus aureus N315); purified NadD enzyme, colorimetric absorbance read-out; inhibition, % at 20 µM; 360,000 compounds, 0.78% hits; AID 602399, 2012; in the data active = inhibition above about 26%; also: some compounds past the cut are filed as inactive
Starred values were filed as active, the others as inactive.

How did CCCCNCc1cccn1-c1ccccc1 do in these assays?
Neddylation inh: inactive; SUMO1 PPI mod: 2; STEP block: -1; Rpn11 block: inactive; DNMT1 block: -1; LMPTP block: 1.0; Scp-1 inhibitor: -3; Rin1 Abl inh: 5; CSN inh: 1; NadD block: -5

Results for COc1ccc(CCNC(=O)CN(c2ccccc2OC)S(C)(=O)=O)cc1 ?
Neddylation inh: inactive; SUMO1 PPI mod: 0; STEP block: -1; Rpn11 block: inactive; DNMT1 block: 3; LMPTP block: -1.7; Scp-1 inhibitor: -8; Rin1 Abl inh: 3; CSN inh: 1; NadD block: -3

How did Cc1ccc(S(=O)(=O)NC2CC(C)(C)NC(C)(C)C2)cc1C do in these assays?
Neddylation inh: inactive; SUMO1 PPI mod: -3; STEP block: 1; Rpn11 block: inactive; DNMT1 block: 0; LMPTP block: -1.2; Scp-1 inhibitor: -5; Rin1 Abl inh: 1; CSN inh: 4; NadD block: -3

How did O=c1oc2ccccc2c(O)c1Sc1c(O)c2ccccc2oc1=O do in these assays?
Neddylation inh: inactive; SUMO1 PPI mod: 30; STEP block: 6; Rpn11 block: inactive; DNMT1 block: 5; LMPTP block: 3.7; Scp-1 inhibitor: -21; Rin1 Abl inh: -7; CSN inh: 3; NadD block: 5

What do the screens show for `O=c1cc(CO)oc(CN2CCN(c3ccccc3F)CC2)c1O`?
Neddylation inh: inactive; SUMO1 PPI mod: -2; STEP block: -3; Rpn11 block: inactive; DNMT1 block: -1; LMPTP block: 0.6; Scp-1 inhibitor: -10; Rin1 Abl inh: 1; CSN inh: 0; NadD block: -2

Results for O=C(NCc1ccccn1)Nc1ccc(F)c(Cl)c1 ?
Neddylation inh: inactive; SUMO1 PPI mod: -4; STEP block: -1; Rpn11 block: inactive; DNMT1 block: 2; LMPTP block: -0.3; Scp-1 inhibitor: -2; Rin1 Abl inh: 1; CSN inh: 1; NadD block: -3

How did CCOC(=O)C1C(=O)C(=O)N(C(C)C)C1C(=O)OCC (stereo not drawn) do in these assays?
Neddylation inh: inactive; SUMO1 PPI mod: 3; STEP block: -3; Rpn11 block: inactive; DNMT1 block: 0; LMPTP block: 0.5; Scp-1 inhibitor: -5; Rin1 Abl inh: 2; CSN inh: 4; NadD block: -5

What do the screens show for `CCC(=O)N1CCc2cc(S(=O)(=O)NCCC(=O)N3CC=C(c4ccccc4)CC3)ccc21`?
Neddylation inh: inactive; SUMO1 PPI mod: 2; STEP block: 0; Rpn11 block: inactive; DNMT1 block: -9; LMPTP block: 0.1; Rin1 Abl inh: -4; CSN inh: -2; NadD block: 11

How did COc1ccc(NC(=O)CSc2n[nH]c(N)n2)c([N+](=O)[O-])c1 do in these assays?
Neddylation inh: inactive; SUMO1 PPI mod: -23; STEP block: 3; Rpn11 block: inactive; DNMT1 block: 2; LMPTP block: -0.4; Scp-1 inhibitor: -2; Rin1 Abl inh: -4; CSN inh: -1; NadD block: 13

Results for Cc1nnc(SCC(=O)N(C)C2CCCCC2)n1C ?
Neddylation inh: inactive; SUMO1 PPI mod: -4; STEP block: 0; Rpn11 block: inactive; DNMT1 block: 0; LMPTP block: 0.4; Scp-1 inhibitor: 0; Rin1 Abl inh: 0; CSN inh: -1; NadD block: -3

What do the screens show for `Cc1cn([C@H]2C[C@H](O)[C@@H](CCC(=O)NCc3ccccc3)O2)c(=O)[nH]c1=O`?
Neddylation inh: inactive; SUMO1 PPI mod: 2; STEP block: 0; Rpn11 block: inactive; DNMT1 block: 2; LMPTP block: -1.6; Scp-1 inhibitor: 4; Rin1 Abl inh: 2; CSN inh: -1; NadD block: -4

Results for O=C(COC(=O)CCC(=O)c1cccs1)Nc1cc(S(=O)(=O)N2CCOCC2)ccc1Cl ?
Neddylation inh: inactive; SUMO1 PPI mod: 2; STEP block: -5; Rpn11 block: inactive; DNMT1 block: 3; LMPTP block: -0.5; Scp-1 inhibitor: -7; Rin1 Abl inh: -4; CSN inh: -5; NadD block: -3

What do the screens show for `CCCCN(C(=O)C1=COCCO1)c1c(N)n(CCCC)c(=O)[nH]c1=O`?
Neddylation inh: inactive; SUMO1 PPI mod: 0; STEP block: -1; Rpn11 block: inactive; DNMT1 block: 1; LMPTP block: 0.8; Scp-1 inhibitor: -4; Rin1 Abl inh: 5; CSN inh: 4; NadD block: -3

How did O=C(O)CC(CC(=O)Nc1ccc(Oc2ccccc2)cc1)c1ccccc1 (stereo not drawn) do in these assays?
Neddylation inh: inactive; SUMO1 PPI mod: 6; STEP block: 2; Rpn11 block: inactive; DNMT1 block: -3; LMPTP block: -1.2; Scp-1 inhibitor: -10; Rin1 Abl inh: -2; CSN inh: 0; NadD block: -4

What do the screens show for `CC(C)(NC(=O)c1ccccc1)c1nc2ccccc2s1`?
Neddylation inh: inactive; SUMO1 PPI mod: -2; STEP block: -1; Rpn11 block: inactive; DNMT1 block: -4; LMPTP block: -1.0; Scp-1 inhibitor: -4; Rin1 Abl inh: 0; CSN inh: -1; NadD block: -2

Results for COc1ccc(Cl)cc1NC(=O)CN(C)C(=O)c1ccc2c(c1)OCCO2 ?
Neddylation inh: inactive; SUMO1 PPI mod: 6; STEP block: 0; Rpn11 block: inactive; DNMT1 block: -1; LMPTP block: 0.0; Scp-1 inhibitor: -7; Rin1 Abl inh: -3; CSN inh: 5; NadD block: -1

Results for Cc1[nH][nH]c(=O)c1N=Nc1ccc(F)cc1 ?
Neddylation inh: inactive; SUMO1 PPI mod: -25; STEP block: 0; Rpn11 block: inactive; DNMT1 block: -5; LMPTP block: -1.8; Scp-1 inhibitor: 5; Rin1 Abl inh: -1; CSN inh: 5; NadD block: -22

What do the screens show for `CCOc1ccc(CN(C)CC(=O)c2c(N)n(Cc3ccccc3)c(=O)n(CC)c2=O)cc1OC`?
Neddylation inh: inactive; SUMO1 PPI mod: 1; STEP block: -2; Rpn11 block: inactive; DNMT1 block: 3; LMPTP block: -0.6; Scp-1 inhibitor: 15; Rin1 Abl inh: 2; CSN inh: -4; NadD block: -3

How did Cc1ccccc1OCCn1cc(C(=S)N2CCCC2)c2ccccc21 do in these assays?
Neddylation inh: inactive; SUMO1 PPI mod: 1; STEP block: 2; Rpn11 block: inactive; DNMT1 block: -7; LMPTP block: 2.8; Scp-1 inhibitor: 2; Rin1 Abl inh: 2; CSN inh: 5; NadD block: 0

Results for CCC1Oc2ccc(C)cc2N(CC(=O)NCCCN2CCCCC2C)C1=O (stereo not drawn) ?
Neddylation inh: inactive; SUMO1 PPI mod: -1; STEP block: 0; Rpn11 block: inactive; DNMT1 block: 1; LMPTP block: 0.8; Scp-1 inhibitor: 3; Rin1 Abl inh: 0; CSN inh: 0; NadD block: -3

Results for Cc1cccc(NC(=S)NNC(=O)c2csc3c2CCC(C)C3)c1 (stereo not drawn) ?
Neddylation inh: inactive; SUMO1 PPI mod: 9; STEP block: -10; Rpn11 block: inactive; DNMT1 block: -4; LMPTP block: -0.1; Scp-1 inhibitor: -4; Rin1 Abl inh: 3; CSN inh: 1; NadD block: 3

What do the screens show for `O=C(CNc1cccc(S(=O)(=O)N2CCOCC2)c1)Nc1ccc(C(F)(F)F)cc1`?
Neddylation inh: inactive; SUMO1 PPI mod: 4; STEP block: -2; Rpn11 block: inactive; DNMT1 block: -1; LMPTP block: -0.5; Scp-1 inhibitor: -3; Rin1 Abl inh: 4; CSN inh: -2; NadD block: 0

How did COc1cc(C(=S)N2CCCC2)ccc1OC(=O)c1ccc(Cl)cc1[N+](=O)[O-] do in these assays?
Neddylation inh: inactive; SUMO1 PPI mod: -18; STEP block: 0; Rpn11 block: inactive; DNMT1 block: -2; LMPTP block: 2.2; Scp-1 inhibitor: -7; Rin1 Abl inh: -3; CSN inh: 8; NadD block: -7

What do the screens show for `O=C1Nc2ccc([N+](=O)[O-])cc2OC1CCN1CCOCC1` (stereo not drawn)?
Neddylation inh: inactive; SUMO1 PPI mod: -27; STEP block: -4; Rpn11 block: inactive; DNMT1 block: 2; LMPTP block: -0.6; Scp-1 inhibitor: -4; Rin1 Abl inh: -1; CSN inh: -6; NadD block: -14

What do the screens show for `NC(=O)c1ccc(N2CCCCCC2)c([N+](=O)[O-])c1`?
Neddylation inh: inactive; SUMO1 PPI mod: -24; STEP block: 1; Rpn11 block: inactive; DNMT1 block: -1; LMPTP block: 1.8; Scp-1 inhibitor: -4; Rin1 Abl inh: -13; CSN inh: 0; NadD block: 2

What do the screens show for `CCOC(=O)C1(CC/C(C)=N\NC(N)=O)CC(C)(C)OC1=O` (stereo not drawn)?
Neddylation inh: inactive; SUMO1 PPI mod: 2; STEP block: 0; Rpn11 block: inactive; DNMT1 block: -2; LMPTP block: -1.3; Scp-1 inhibitor: -8; Rin1 Abl inh: 3; CSN inh: -2; NadD block: 7

Results for Cc1ccc(S(=O)(=O)CCC(=O)OCc2ccccc2)cc1 ?
Neddylation inh: inactive; SUMO1 PPI mod: 0; STEP block: -2; Rpn11 block: inactive; DNMT1 block: -1; LMPTP block: -0.9; Scp-1 inhibitor: 1; Rin1 Abl inh: 0; CSN inh: 0; NadD block: 0

2 compounds drawn at random from the list so far, as already listed:
How did COc1cc(C(=S)N2CCCC2)ccc1OC(=O)c1ccc(Cl)cc1[N+](=O)[O-] do in these assays?
Neddylation inh: inactive; SUMO1 PPI mod: -18; STEP block: 0; Rpn11 block: inactive; DNMT1 block: -2; LMPTP block: 2.2; Scp-1 inhibitor: -7; Rin1 Abl inh: -3; CSN inh: 8; NadD block: -7

What do the screens show for `CCOC(=O)C1(CC/C(C)=N\NC(N)=O)CC(C)(C)OC1=O` (stereo not drawn)?
Neddylation inh: inactive; SUMO1 PPI mod: 2; STEP block: 0; Rpn11 block: inactive; DNMT1 block: -2; LMPTP block: -1.3; Scp-1 inhibitor: -8; Rin1 Abl inh: 3; CSN inh: -2; NadD block: 7

Rows were taken by chance. About 3.8% of those tested had a hit in this group.
